# Source: PubChem BioAssay (several laboratories)
# SUMO1-SIM PPI: alters human SUMO1 binding to SIM partners; P63165; SUMO1 binding to a labelled peptide, TR-FRET, 1 h; inhibition, % at 20 µM; 360,000 tested, 0.33% active; in the data active means inhibition above about 37%
# Target sequence (P63165 whole entry, looked up): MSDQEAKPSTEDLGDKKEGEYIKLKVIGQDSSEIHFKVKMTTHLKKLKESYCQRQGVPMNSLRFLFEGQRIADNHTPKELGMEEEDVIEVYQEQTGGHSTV
# LMPTP block: blocks human LMPTP phosphatase; P24666; recombinant LMPTP-A, OMFP fluorogenic substrate, fluorescence intensity; inhibition, % at 20 µM; 360,000 tested, 0.22% active;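 active means compounds that cut the enzyme signal by at least half of the control window in the single-dose screen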;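 further: plate controls were DMSO wells with enzyme plus substrate for no effect and substrate without enzyme for full effect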
#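 Test system – LMPTP-A enzyme · Amount – LMPTP-A at 0.625 nM final in the reaction · Buffer or medium – Bis-Tris pH 6.0, DTT, detergent · Reagent – OMFP 400 µM · Doses – single 20 µM dose · Schedule – reaction 50 min, room temperature, dark · Detection – fluorescence intensity of OMFP turnover product · Evaluation – percent inhibition versus substrate-only and uninhibited controls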
# E coli Lon inh: inhibits E. coli Lon protease. purified E. coli Lon protease, fluorescence polarization. P0A9M0. inhibition, % at 7.94 µM. 360,000 tested, 0.42% active; in the data active means inhibition above about 13%, passing the limit was not always enough;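 further: 0% = enzyme with probe and DMSO and 100% = no enzyme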
# NRP1-CendR mod: alters CendR peptide binding to human NRP-1; 360,000 tested, 0.85% active; AID 602438; inhibition, % at 25 µM; O14786; FAM-RPARPAR peptide binding to NRP-1, fluorescence polarization;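 active means inhibition or corrected inhibition above about 18%, plus a signal ratio from 0.5 to 1.5, limit read from the data, passing the limit was not always enough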; further: strong numbers were not always called active
# Target sequence (O14786 whole entry, looked up): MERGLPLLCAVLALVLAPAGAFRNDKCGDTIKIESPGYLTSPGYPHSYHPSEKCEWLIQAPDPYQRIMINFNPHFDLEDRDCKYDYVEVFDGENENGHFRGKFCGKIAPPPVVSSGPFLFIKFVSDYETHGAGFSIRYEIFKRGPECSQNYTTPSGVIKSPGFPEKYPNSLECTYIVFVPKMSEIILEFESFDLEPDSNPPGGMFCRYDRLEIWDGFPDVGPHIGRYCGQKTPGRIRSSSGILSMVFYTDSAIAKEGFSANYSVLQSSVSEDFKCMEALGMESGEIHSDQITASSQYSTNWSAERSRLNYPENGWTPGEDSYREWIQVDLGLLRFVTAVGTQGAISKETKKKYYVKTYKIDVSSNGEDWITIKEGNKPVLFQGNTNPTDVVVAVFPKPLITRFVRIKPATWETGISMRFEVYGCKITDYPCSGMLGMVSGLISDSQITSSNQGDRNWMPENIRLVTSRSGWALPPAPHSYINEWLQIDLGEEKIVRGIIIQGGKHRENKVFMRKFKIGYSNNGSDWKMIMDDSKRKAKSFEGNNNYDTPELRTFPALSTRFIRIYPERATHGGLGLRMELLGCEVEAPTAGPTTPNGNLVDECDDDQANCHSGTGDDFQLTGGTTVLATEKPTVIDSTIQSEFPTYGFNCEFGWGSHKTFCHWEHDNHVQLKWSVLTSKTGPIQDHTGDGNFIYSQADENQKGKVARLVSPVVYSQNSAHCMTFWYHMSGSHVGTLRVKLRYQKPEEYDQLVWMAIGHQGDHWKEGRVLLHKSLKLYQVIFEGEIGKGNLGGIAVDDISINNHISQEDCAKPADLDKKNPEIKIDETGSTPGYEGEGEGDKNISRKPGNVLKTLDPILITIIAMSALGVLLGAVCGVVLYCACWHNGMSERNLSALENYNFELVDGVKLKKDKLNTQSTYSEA
# MsrA inh: inhibitors of bovine MsrA | purified bovine MsrA, absorbance read-out | inhibition, % at 15.5 µM | 360,000 tested, 0.75% active; in the data active means inhibition above about 4.5%;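 further: 0% = vehicle wells with enzyme and 100% = reference inhibitor wells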
# bovine MsrA act: activators of bovine methionine sulfoxide reductase A | AID 602163 | purified bovine MsrA, absorbance read-out | 360,000 tested, 0.3% active | activation, % at 10.6 µM; in the data active means activation above about 7.5%;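 further: 0% = vehicle and 100% = reference activator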
# Scp-1 inhibitor: Scp-1 (human) phosphatase inhibition; inhibition, % at 20 µM; 340,000 tested, 0.88% active; AID 493091; Recombinant Scp1, phosphopeptide, malachite green phosphate absorbance; Q9GZU7;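 active means inhibition above about 50% at 20 µM, limit read from the data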;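 further: plate controls were DMSO wells with enzyme for no effect and wells lacking enzyme for full effect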
#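 Material: truncated SCP-1 phosphatase (76-261aa) / Buffer or medium: 50 mM Tris acetate pH 5.5, 0.005% Tween-20, 10 mM MgCl2 / Compound dosing: one concentration, 20 µM, with 1.0% DMSO / Incubation: 45 min room-temperature reaction, 5 min colour, 30 min stabiliser / Detection: colorimetric free-phosphate detection, absorbance 630 nm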
# DNMT1 block: blocks human DNA methyltransferase DNMT1; P26358; DNMT1 molecular beacon, Hinp1I cleavage, fluorescence; inhibition (reported as % activation of signal), % at 10 µM; 360,000 tested, 0.83% active; in the data active means inhibition above about 50%
# STEP block: inhibitors of human striatal-enriched phosphatase STEP; recombinant STEP, OMFP fluorogenic substrate, fluorescence; inhibition, % at 20 µM; 360,000 tested, 0.25% active; AID 588621;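 active means inhibition at 20 µM, scaled per plate between control wells, above about 37%, limit read from the data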;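 further: 0% = DMSO with enzyme and substrate and 100% = substrate only without enzyme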
#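 Measure: Control-normalized % inhibition with plate pattern correction | Test system: STEP phosphatase, cell-free reaction | Medium: pH 6.0 Bis-Tris with DTT and Tween 20 | Technique: Fluorescence, 480/540 nm | Times: Reaction 20 min, ambient temperature | Doses: Single compound dose of 20 µM, 1% DMSO final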
# TbMetRS inhib: Trypanosoma brucei MetRS inhibition; purified T. brucei MetRS, ATP depletion, Kinase-Glo luminescence; inhibition, % at 11.9 µM; 360,000 tested, 0.4% active;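 active means inhibition above a per-plate cutoff of the control wells' mean inhibition plus 3 SD, cut at about 5.5% in these data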;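 further: 0% = DMSO wells median and 100% = median of wells with control inhibitor compound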
#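 Test system: purified T. brucei MetRS enzyme. Also added: ATP, methionine and E. coli bulk tRNA substrates. Compound: 11.9 µM single point. Schedule: 15 min enzyme-compound preincubation, 2 h reaction, 10 min detection, 25 °C. Signal: luciferase luminescence of residual ATP, Kinase-Glo. Evaluation: percent inhibition versus plate control medians. Controls: DMSO wells, low control.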
# * marks the source's active call; other numbers are inactive results; . = no result given. Compounds as they come; overall some 4.3% were active at least once.
SMILES,SUMO1-SIM PPI,LMPTP block,E coli Lon inh,NRP1-CendR mod,MsrA inh,bovine MsrA act,Scp-1 inhibitor,DNMT1 block,STEP block,TbMetRS inhib
Cc1ccc(NC(=O)CN(C)C(=O)CN2C(=O)NC(C)(c3ccccc3)C2=O)cc1 (stereo unspecified),-5,-0.2,6,8,-0.6,-3,-3,1,-1,0.1
Cc1cc(-c2onc3ccc(Cl)cc23)ccc1O,-7,-1.0,-1,-7,0.3,-3,-7,-5,0,0.0
O=C(NC(c1ccccc1)c1ccccc1)C1(c2cccs2)CCOCC1,-2,-2.2,-10,8,.,-1,-1,1,2,-0.1
O=C(COC(=O)c1ccccc1O)Nc1ccc(OC(F)F)cc1,7,0.4,-9,6,-0.2,-2,-11,-3,-3,-0.4
C=CCOCCN(C)C1=NS(=O)(=O)c2ccccc21,3,0.4,-2,-1,0.3,-10,2,1,-2,-1.5
O=C(COC(=O)CCC(=O)c1ccc(F)cc1)Nc1ccc(F)cc1F,2,0.0,-1,10,0.7,-3,-7,-1,2,-0.3
Clc1nc(-c2ccccc2)cc(-c2ccc(Br)cc2)n1,11,4.9,-1,9,.,-1,-13,-5,2,-0.9
Cc1ccc(C(=O)C(=O)c2ccc(C)c(N)c2)cc1N,-17,0.6,12,-2,0.8,-3,4,-4,0,-0.2
COc1ccc(C(CNCC(=O)Nc2ccccc2F)N(C)C)cc1 (stereo unspecified),-2,-4.1,-9,4,-0.8,-1,-10,2,1,-0.2
COc1ccccc1CC(=O)Nc1ccc(-c2noc(COc3ccc(Br)cc3)n2)cc1,0,13,3,-8,-1.3,-1,-5,14,1,-0.6
CCc1ccc(C(=O)COC(=O)c2cnccn2)cc1,8,-2.6,5,13,0.3,-1,3,0,-3,-0.5
O=C(O)C1CCCCC1C(=O)Nc1ccc(F)cc1F (stereo unspecified),-3,-0.4,2,7,.,2,0,-2,-3,-0.2
O=[N+]([O-])c1ccc(C=NN2CCOCC2)s1,-55,2.7,-10,3,0.5,3,.,-7,1,0.0
COc1ccc(C(=O)NCC(=O)Nc2ccc(F)cc2)cc1OC,3,-0.9,1,-1,-0.1,-10,3,2,2,-1.1
CSCCCNC(=O)c1ccc(OC2CCN(CCc3ccccc3)CC2)cc1,0,-0.9,-7,0,-0.2,4,-6,1,1,-0.5
O=C(COC(=O)c1ccccc1O)Nc1cccc(S(=O)(=O)N2CCCC2)c1,3,1.2,0,7,-0.5,-1,-8,-7,1,-0.1
Cc1c(Cl)c([N+](=O)[O-])nn1CCCC(=O)Nc1ccc(Cl)cc1Cl,-13,-0.9,1,22,-1.0,-8,-11,2,-2,-0.7
COc1ccc(OC)c(CNC(=O)C2CCCN(c3nc4ccccc4o3)C2)c1 (stereo unspecified),3,-0.6,-6,8,-0.3,-7,-4,-7,-1,-0.6
Nc1cccn2c(-c3ccc(Cl)cc3)cnc12,3,13,-34,-31,1.9,-2,1,-15,13,1.4
Cc1ccc(NC2(c3nnnn3-c3c(C)cccc3C)CCCCC2)cc1,1,2.3,0,-15,-0.8,-1,-3,-1,-1,-0.2
CCOC(=O)C1CCN(C(=O)COC(=O)c2ccc(=O)n(Cc3ccccc3)n2)CC1,-8,-0.9,2,6,-0.3,-6,-1,-1,1,-0.3
Cc1nc(N2CCCCC2)nc(N2CCCCC2)c1C=O,-1,-0.1,-2,-20,2.3,-10,1,-1,-1,-1.1
CCOC(=O)[C@]12CCC=C1N(Cc1ccc3c(c1)OCO3)C(=O)[C@H](CC(=O)N1CCCC1)C2,0,-1.0,-5,2,0.8,-2,.,.,.,-0.8
COc1ccc(OC)c(NC(=S)NN2CCOCC2)c1,0,-0.3,-7,-6,-0.8,-12,0,0,-3,-1.0
COc1ccc(Nc2nc(N)nc(CSC(=S)N3CCN(C)CC3)n2)cc1,50*,-0.6,-6,3,0.1,-3,-6,1,1,-0.4
O=[N+]([O-])c1cc(Cl)cc(/C=N/Nc2nc3ccccc3s2)c1O,-12,1.1,1,6,0.2,-9,9,-22,2,-2.1
O=C(COC(=O)c1cc(S(=O)(=O)N2CCOCC2)ccc1F)c1ccc[nH]1,1,0.4,-9,-3,-0.2,-4,-4,-12,-1,-0.5
O=C(CCCN1CCC(O)(c2cccc(C(F)(F)F)c2)CC1)c1ccc(F)cc1,-1,-2.7,-1,8,-1.9,-5,-1,-4,1,-1.0
CCC(=O)C1CCCN(C(=O)c2ccc3nc(-c4cccc(OC)c4)oc3c2)C1 (stereo unspecified),1,0.1,-10,6,0.8,-2,-8,0,0,0.4
Cc1ccc(-n2c(SCC3CCCCO3)nnc2-c2ccco2)cc1 (stereo unspecified),0,-1.0,-9,-4,-0.3,-5,11,0,-2,-1.7
CN(C(=O)c1cc2ccccc2oc1=O)C1(C)CCS(=O)(=O)C1 (stereo unspecified),-1,0.7,-4,2,0.9,-6,-4,2,1,-0.2
CCCNC(=O)c1ccc(COc2ccc(C(C)(C)C)cc2)o1,3,1.9,7,11,1.1,0,-9,6,1,-0.2
COc1cc(C2N(c3cccc(Cl)c3)C(=O)C3CCCN32)cc(OC)c1OC (stereo unspecified),7,0.4,-5,3,0.2,-5,-1,-2,3,2.3
CCN(c1ccc(OC)cc1)S(=O)(=O)c1csc(C(=O)N2CCCC2)c1,2,0.2,2,14,-0.9,-2,-4,0,8,-0.4
C=CCn1c(SCC(=O)N(C)C)nc2cc(C(=O)O)ccc2c1=O,4,-0.7,-5,-2,1.3,-1,-10,1,0,-0.4
COc1ccc(-c2cc3ccccc3n2CC(O)CNC(CO)(CO)CO)cc1 (stereo unspecified),0,-0.6,-3,-2,0.4,0,-10,-15,-2,0.2
Cc1cccc(C)c1NC(=O)CCCCCNS(=O)(=O)c1ccccc1,6,-1.2,3,9,-1.2,-1,1,-3,3,0.3
NC(=O)CSc1nnc(-c2cc(-c3cccs3)nc3ccccc23)o1,-6,-0.7,-6,-4,-0.4,-3,5,7,-8,-1.1
C/C=C/C(=O)N1c2ccc(C)cc2C(C)=CC1(C)C,1,0.8,0,-8,1.7,-7,-2,0,3,-0.6
Cc1ccc(-n2c(-c3ccc(Cl)cc3)c[n+]3c2CCC3)cc1,2,-2.1,1,14,0.2,-5,3,0,0,-0.5
Cc1cc(Cl)c(S(=O)(=O)NC2CCCC2)cc1OCC(=O)NC1CCCCC1,-1,0.5,11,-6,0.1,2,2,-4,0,-0.5
CCOC(=O)NN=C1CCC(c2ccccc2)CC1 (stereo unspecified),2,-0.5,-12,0,0.5,1,-2,0,0,0.0
Cc1ccc(NC(=O)CSc2nc(C)c(C)c(C)n2)cc1S(=O)(=O)N1CCOCC1,2,-2.1,2,3,0.0,-2,-10,2,2,-0.3
COCCn1c(N)c(N(Cc2ccccc2)C(=O)c2oc3ccccc3c2C)c(=O)[nH]c1=O,-1,-0.2,3,-3,-0.4,-1,7,0,0,-0.7
CS(=O)(=O)N1CCC(C(=O)Nc2c(F)cccc2F)CC1,3,-1.4,2,5,0.1,-3,-4,1,4,0.6
O=S1(=O)CCC(N=Cc2ccc(-c3ccc(Cl)cc3)o2)C1 (stereo unspecified),-16,0.2,2,-3,4.8*,-2,-8,1,2,0.5
Brc1ccccc1Cn1c(-c2cscn2)nc2ccccc21,3,2.8,-7,-2,-1.1,-12,-2,3,-6,-1.4
Cc1ccc(C(=O)/C=C2\NCC(C)NC2=O)cc1 (stereo unspecified),-18,-1.6,7,0,2.8,-7,-11,0,-1,-1.2
O=C(CSc1ccccc1C(=O)O)NCC1CCCCC1,1,-1.2,-4,-9,-0.4,-5,-12,0,0,-0.2
CC1CCCCC1NC(=O)CSc1nc2ccccc2[nH]1 (stereo unspecified),4,0.0,4,1,-0.1,-5,-5,0,-2,1.5
N#C/C(=C(\O)c1ccco1)c1ccccn1,-5,-1.1,5,16,5.1*,-4,-7,4,-3,-0.6
C[C@]12CCC3C(CC[C@H]4CCCC[C@]34C)C1CC[C@@]2(O)CNCCO (stereo partly specified),-28,-1.8,5,4,-1.3,-2,-9,-1,1,-0.6
O=C(CSc1nnc(CNC(=O)C23CC4CC(CC(C4)C2)C3)n1-c1ccc(F)cc1)Nc1ccccc1,3,0.9,-15,-6,0.3,-1,-3,5,3,-0.2
CCN(C(=O)CSc1ccccn1)C1CCCCC1,2,-1.1,-10,10,0.3,-1,-1,0,-2,-0.1

# Given as tab-separated lines: part of the list above
Compound	SUMO1-SIM PPI	LMPTP block	E coli Lon inh	NRP1-CendR mod	MsrA inh	bovine MsrA act	Scp-1 inhibitor	DNMT1 block	STEP block	TbMetRS inhib
CCOC(=O)NN=C1CCC(c2ccccc2)CC1 (stereo unspecified)	2	-0.5	-12	0	0.5	1	-2	0	0	0.0
Cc1ccc(NC(=O)CSc2nc(C)c(C)c(C)n2)cc1S(=O)(=O)N1CCOCC1	2	-2.1	2	3	0.0	-2	-10	2	2	-0.3
COCCn1c(N)c(N(Cc2ccccc2)C(=O)c2oc3ccccc3c2C)c(=O)[nH]c1=O	-1	-0.2	3	-3	-0.4	-1	7	0	0	-0.7
CS(=O)(=O)N1CCC(C(=O)Nc2c(F)cccc2F)CC1	3	-1.4	2	5	0.1	-3	-4	1	4	0.6
O=S1(=O)CCC(N=Cc2ccc(-c3ccc(Cl)cc3)o2)C1 (stereo unspecified)	-16	0.2	2	-3	4.8*	-2	-8	1	2	0.5
Brc1ccccc1Cn1c(-c2cscn2)nc2ccccc21	3	2.8	-7	-2	-1.1	-12	-2	3	-6	-1.4
Cc1ccc(C(=O)/C=C2\NCC(C)NC2=O)cc1 (stereo unspecified)	-18	-1.6	7	0	2.8	-7	-11	0	-1	-1.2
O=C(CSc1ccccc1C(=O)O)NCC1CCCCC1	1	-1.2	-4	-9	-0.4	-5	-12	0	0	-0.2
CC1CCCCC1NC(=O)CSc1nc2ccccc2[nH]1 (stereo unspecified)	4	0.0	4	1	-0.1	-5	-5	0	-2	1.5
N#C/C(=C(\O)c1ccco1)c1ccccn1	-5	-1.1	5	16	5.1*	-4	-7	4	-3	-0.6
